IDE act: human IDE activators in live cells, primary screen, fluorescence polarization, HEK cells, FAbeta-B substrate; activation, % at 5.96 µM; AID 493087, 2011; actives 0.073% (n = 340,000); Insulin-degrading enzyme (Homo sapiens), P14735; FAbeta-B cleavage; 0% vehicle, 100% cell-free pure enzyme wells;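 active = activation above the mean of all tested compounds plus 3 SD, set per screening campaign, cut at about 17% in these data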
Target sequence (P14735 whole entry, looked up): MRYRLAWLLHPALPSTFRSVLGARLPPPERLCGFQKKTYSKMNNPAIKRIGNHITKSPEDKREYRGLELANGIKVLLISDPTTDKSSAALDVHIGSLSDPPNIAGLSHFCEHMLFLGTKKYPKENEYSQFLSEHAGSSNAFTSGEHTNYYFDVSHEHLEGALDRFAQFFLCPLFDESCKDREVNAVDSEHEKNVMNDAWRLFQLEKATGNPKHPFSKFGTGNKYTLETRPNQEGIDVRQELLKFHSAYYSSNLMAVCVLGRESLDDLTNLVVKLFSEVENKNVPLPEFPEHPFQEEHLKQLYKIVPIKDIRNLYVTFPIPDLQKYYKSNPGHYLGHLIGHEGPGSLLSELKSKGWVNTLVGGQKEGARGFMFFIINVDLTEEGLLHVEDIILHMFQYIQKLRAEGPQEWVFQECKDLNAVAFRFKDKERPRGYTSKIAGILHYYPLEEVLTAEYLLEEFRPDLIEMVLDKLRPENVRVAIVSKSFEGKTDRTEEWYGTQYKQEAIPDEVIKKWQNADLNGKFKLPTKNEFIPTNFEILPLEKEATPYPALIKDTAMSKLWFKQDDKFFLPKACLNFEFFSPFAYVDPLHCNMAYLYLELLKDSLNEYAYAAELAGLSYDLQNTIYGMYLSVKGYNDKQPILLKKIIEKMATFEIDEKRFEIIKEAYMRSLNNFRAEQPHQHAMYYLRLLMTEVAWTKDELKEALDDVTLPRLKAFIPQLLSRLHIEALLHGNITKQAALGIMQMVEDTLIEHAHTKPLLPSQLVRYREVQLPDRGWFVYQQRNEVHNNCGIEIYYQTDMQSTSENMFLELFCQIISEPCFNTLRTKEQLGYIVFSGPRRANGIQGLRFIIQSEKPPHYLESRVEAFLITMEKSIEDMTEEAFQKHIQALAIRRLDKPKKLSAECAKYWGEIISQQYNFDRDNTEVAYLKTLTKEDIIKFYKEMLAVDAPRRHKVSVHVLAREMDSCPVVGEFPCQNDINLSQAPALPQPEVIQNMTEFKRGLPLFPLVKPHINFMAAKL
HCV NS3 hel inh: inhibitors of HCV NS3 helicase, primary screen, biochemical, Cy5 molecular beacon fluorescence; NS3 helicase DNA unwinding; actives 0.56% (n = 290,000); AID 1800, 2009; Hepatitis C virus NS3 helicase; inhibition, % at 10.9 µM;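 active = inhibition above the mean of all tested compounds plus 3 SD, set per campaign, cut at about 35% in these data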;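 note: 0% = DMSO wells and 100% = thioflavine S control wells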
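System: Hepatitis C virus NS3 helicase domain fragment enzyme | Reagent: Annealed dual-labelled DNA beacon duplex, ATP-started | Compound dosing: 10.9 µM single point, 0.8% DMSO | Incubation: 1 h reaction at 25 °C, ATP-initiated | Technique: Cy5 fluorescence | Evaluation: Percent inhibition from t60/t0 fluorescence ratio | Benchmarks: Low DMSO, high thioflavine S at 110 µM | Replication: Singlicate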
DNA FID counter: compounds displacing fluorescent DNA intercalator, primary screen, artefact control for HCV NS3 helicase inhibitor project, biochemical, FID fluorescence; DNA fluorescent intercalator displacement; inhibition, % at 7.9 µM; actives 0.17% (n = 290,000); AID 1845, 2009; in the data active = inhibition above about 37%;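 note: 0% = vehicle and 100% = reference compound; higher means more ethidium bromide displaced from hairpin DNA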
M18AAP inhibitor: PfM18AAP inhibitors, malaria aminopeptidase, primary screen, biochemical, QFRET, recombinant enzyme; H-Glu-NHMec fluorogenic cleavage; inhibition, % at 7.35 µM; actives 1.2% (n = 290,000); AID 1822, 2009;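 active = inhibition above the campaign mean inhibition over all tested compounds plus 3 SD, cut at about 28% in these data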;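 note: 0% = plate median of test compound wells and 100% = 2 mM ZnCl2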
UBC9 SUMO inh: inhibitors of in vitro SUMOylation cascade, primary screen, biochemical, HTRF, uHTS; actives 0.36% (n = 290,000); inhibition, % at 35 µM; HTRF SUMOylation assay, SAE1/SAE2 + UBC9; in the data active = inhibition above about 50%, passing the limit was not always enough; note: strong numbers were not always called active
IMP-1 inhibitor: IMP-1 metallo-beta-lactamase inhibitors, primary screen, biochemical, epi-absorbance readout, Pseudomonas aeruginosa enzyme; purified IMP-1, nitrocefin hydrolysis, epi-absorbance fluorescence; metallo-beta-lactamase IMP-1 (Pseudomonas aeruginosa); actives 0.45% (n = 290,000); inhibition, % at 5.6 µM;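 active = inhibition above the mean plus 3 SD of all compounds in the same screening run, cut at about 4.5% in these data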;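 note: 0% = IMP-1 with DMSO and 100% = DMSO wells lacking enzyme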
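System: purified IMP-1; amount: IMP-1 0.2 nM before substrate addition; compound: single dose, 5.6 µM; times: 25 °C, 15 min preincubation, 25 min reaction; signal: Epi-absorbance via hydrolysed-nitrocefin quenching of white-plate fluorescence, 480/530 nm, EDTA stop; benchmarks: DMSO with and without IMP-1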
VIM-2 inhibitor: VIM-2 metallo-beta-lactamase inhibitors, primary screen, biochemical, epi-absorbance readout, Pseudomonas aeruginosa enzyme. purified VIM-2, nitrocefin hydrolysis, epi-absorbance fluorescence. AID 1527, 2009. inhibition, % at 5.6 µM. actives 0.89% (n = 290,000);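 active = inhibition above the mean of all tested compounds plus 3 SD, cutoff set per screening run, cut at about 7.5% in these data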;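 note: red hydrolysis product quenches plate fluorescence so inhibitors raise well fluorescence; 0% = enzyme with DMSO and 100% = DMSO without enzyme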
IDE cell inh: human IDE inhibitors in live cells, primary screen, fluorescence polarization, HEK cells, FAbetaB substrate. AID 434962, 2010. inhibition, % at 5.59 µM. Insulin-degrading enzyme (Homo sapiens), P14735. FAbetaB cleavage. actives 0.41% (n = 320,000);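 active = percent inhibition above the average of all tested compounds plus 3 SD, set per screening campaign, cut at about 16% in these data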;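 note: IDE supplied by intact live HEK cells; FP after avidin binding of uncleaved biotin substrate so inhibition keeps polarization high; 0% = DMSO wells and 100% = 60 µM reference IDE inhibitor Ii1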
pCIP destab: p/CIP-EGFP fusion destabilizers, primary screen, fluorescence, F442A cells. Q05BA5. 16 h. actives 0.01% (n = 290,000). decrease of EGFP signal, % at 10 µM. AID 1984, 2009;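 active = EGFP signal decrease of at least 30% at 10 µM or well 3 SD below plate mean, unless failing retest; inactive = the rest, including hits failing retest or dose response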; note: some compounds called inactive have numbers as strong as hits; many of its hits are not listed in these tables
Numbers without * were called inactive; . = no result given; & = joins results of further samples.

#	smiles	IDE act	HCV NS3 hel inh	DNA FID counter	M18AAP inhibitor	UBC9 SUMO inh
1	COC(=O)c1ccc2c(=O)[nH]c(CN3c4ccccc4CC3C)nc2c1 (stereo unspecified)	5	1	-6	5	-19
2	O=C(NC(=S)Nc1cccnc1Cl)c1ccco1	1	-5	0	-5	5
3	O=C(N/N=C/c1cccnc1)c1ccc(NC(=O)c2ccccc2Cl)cc1	3	-3	-19	3	-5
4	Cc1cc(C)n(-c2ccc(C(=O)OCC(=O)NCc3ccc(Cl)cc3)cc2)n1	0	-5	-8	1	15
5	CN1CCN(C(=O)c2cc(=O)c3cc(Cl)cc(Cl)c3o2)CC1	2	-3	-2	-7	21
6	O=C(OCC(=O)N1CCN(C(=O)COC(=O)c2ccncc2)CC1)c1ccncc1	6	-1	1	-12	0
7	O=S(=O)(c1ccc(NC(=S)NCc2ccc(F)cc2)cc1)N1CCOCC1	4	-7	-7	-1	5
8	Cc1csc(SCC(=O)NCc2cccs2)n1	1	-7	-4	-9	-16

#	IMP-1 inhibitor	VIM-2 inhibitor	IDE cell inh	pCIP destab
1	-1.8	-1.2	5	-14
2	-3.6	-0.8	-4	5
3	-4.8	1.1	0	-20
4	0.1	-1.7	2	-2
5	-0.9	1.2	-2	-24
6	-5.5	-2.2	-2	8
7	-1.2	-0.3	2	5
8	-1.2	-3.1	1	-4

Additional records.
#	smiles	IDE act	HCV NS3 hel inh	DNA FID counter	M18AAP inhibitor	UBC9 SUMO inh
9	CC(O)(CS(=O)(=O)Cc1ccccc1)c1ccc(Cl)cc1 (stereo unspecified)	-2	-7	-6	0	18
10	COC(=O)C1CN(C(=O)C(C)Oc2cc(C)ccc2C(C)C)c2ccccc2O1 (stereo unspecified)	5	-17	-38	4	2
11	Cc1cc(C)c2c(n1)sc1c(=O)n(Cc3ccccc3Cl)nnc12	0	1	0	6	15
12	COc1ccc(-c2ccc(/C=N/NC(=O)c3cccnc3)o2)c([N+](=O)[O-])c1	-3	8	-1	-3	5
13	O=C(C1CCCC1)N1CCN(S(=O)(=O)c2ccc(Cl)cc2)CC1	-8	-1	-30	4	-19
14	Cc1ccc(NC(=S)NC(=O)c2ccc(-c3ccc(Cl)cc3)o2)c(O)c1	3	-5	0	2	7
15	CC1CCN(c2nc3c(c(=O)n(C)c(=O)n3C)n2CCSc2nc3ccccc3o2)CC1	.	11	-2	-11	-6
16	NC(=O)CN1CCN(C(=O)NC2CCCCC2)CC1	2	5	1	-8	12

#	IMP-1 inhibitor	VIM-2 inhibitor	IDE cell inh	pCIP destab
9	-2.1	-0.3	3	7
10	-2.6	-2.1	3	-12
11	-1.7	-0.4	.	2
12	-3.1	-4.5	.	2
13	-2.8	-1.7	1	4
14	-3.4	-2.4	-4	2
15	-3.4	-2.8	.	-4
16	-5.0	-3.4	5	-14

Carrying on.
#	smiles	IDE act	HCV NS3 hel inh	DNA FID counter	M18AAP inhibitor	UBC9 SUMO inh
17	COC(=O)CN1C(=O)c2cccc3cccc1c23	3	11	0	0	14
18	Cc1n(CC(O)COCc2ccccc2)c2ccccc2[n+]1C (stereo unspecified)	-8	-2	1	-5	-11
19	COc1ccc(C(=O)NC(=S)NNC(=O)CNC(=O)C2CCCCC2)cc1	5	3	6	7	-4
20	CN(C)c1ccc(NC(=O)COC(=O)c2cc(Cl)ccc2[N+](=O)[O-])cc1	2	1	-5	9	-5
21	Oc1c(C=NCc2ccc(F)cc2)[nH]c2ccc(Br)c(Cl)c12	.	5	-5	4	13
22	CCOC(=O)c1c(NC(=O)C2C3CCC(O3)C2C(=O)O)sc(C)c1-c1ccc(F)cc1 (stereo unspecified)	2	55*	-45	2	17
23	COc1ccc(OC)c(Nc2nc(N)nc(CCl)n2)c1	4	-11	-1	3	-8
24	CN(C)/C=C/C(=O)c1ccn(S(=O)(=O)c2ccccc2)c1	0	0	-10	-1	2

#	IMP-1 inhibitor	VIM-2 inhibitor	IDE cell inh	pCIP destab
17	-2.7	-0.7	2	-7
18	0.3	-3.2	2	-12
19	-1.4	-2.4	6	-9
20	-2.8	-3.5	2	-6
21	-0.7	2.1	5	-6
22	1.1	3.0	10	1
23	-2.7	-1.8	7	4
24	-1.8	-1.4	0	0

(further entries)
#	smiles	IDE act	HCV NS3 hel inh	DNA FID counter	M18AAP inhibitor	UBC9 SUMO inh
25	CCOC(=O)/C(C#N)=C/c1c(N2CCN(C)CC2)nc2ccccn2c1=O	1	9	4	-4	7
26	Cn1cnnc1SC(C(=O)c1ccccc1)c1ccccc1 (stereo unspecified)	-1	2	-11	1	1
27	S=C1Nc2ccccc2Sc2ccc(Cl)cc21	0	4	-3	-10	17
28	Cc1onc(-c2c(F)cccc2Cl)c1C(=O)NC1CC1	-2	-3	-3	1	3
29	Cc1nc2c(c(=O)n1CCC1=CCCCC1)c1nc3ccccc3nc1n2/N=C/c1ccccc1	8	2	-2	0	28
30	CC(=O)O[C@@H]1C[C@H]2C(C)=C[C@H]3OC(=O)[C@@H](C)[C@H]3C[C@H]2[C@]1(C)O	2	.	.	.	-10
31	CCOC(=O)Cc1csc(SCC(=O)N2CCN(c3ccc(OC)cc3)CC2)n1	-3	6	-26	2	16
32	COc1ccc(Cl)cc1C(Nc1cccnc1)c1ccc2cccnc2c1O (stereo unspecified)	1	8	-9	-4	-80

#	IMP-1 inhibitor	VIM-2 inhibitor	IDE cell inh	pCIP destab
25	-2.4	-0.7	6	-12
26	-1.5	-1.2	2	-9
27	-3.8	-2.5	3	-4
28	-1.9	-2.4	-1	-14
29	-0.9	-3.5	3	-12
30	.	.	1	4
31	-3.1	-3.6	8	-14
32	-2.1	-1.0	0	-9

(next part)
#	smiles	IDE act	HCV NS3 hel inh	DNA FID counter	M18AAP inhibitor	UBC9 SUMO inh
33	C/C(=N\NC(=O)Cn1nc(C)c([N+](=O)[O-])c1C)c1ccco1	0	7	-15	1	9
34	O=C(COC(=O)c1ccccn1)c1ccc(Br)cc1	5	-4	-11	4	-5
35	CCOc1ccc(NC(=O)CSc2nc3ccccc3nc2N2CCCC2)cc1	5	-10	-24	3	-28
36	O=C(Nc1ccc(F)cc1)C(c1ccccc1)N1CCN(S(=O)(=O)c2ccc3ccccc3c2)CC1 (stereo unspecified)	8	-12	-4	0	-34
37	COc1ccc(NC(=O)COC(=O)c2ccc(S(=O)(=O)N(C)c3ccccc3OC)cc2)c(OC)c1	.	-13	-14	-1	6
38	Cc1ccc(C)c(NS(=O)(=O)c2ccc(NC(=O)CSc3ccc(Cl)cc3)cc2)c1	4	-7	-4	2	-11
39	O=C(CCN1C(=O)C2C3CCC(C3)C2C1=O)OCC(=O)c1cccc([N+](=O)[O-])c1 (stereo unspecified)	0	5	-2	-5	3
40	COc1ccc(-c2noc(-c3cc(C)cc(C)c3)n2)cc1OC	-1	-5	-1	-9	-3

#	IMP-1 inhibitor	VIM-2 inhibitor	IDE cell inh	pCIP destab
33	-4.5	-4.2	10	7
34	-1.8	0.7	5	-4
35	-3.7	-1.9	-2	2
36	0.3	1.0	2	7
37	-1.2	-0.5	.	-2
38	-3.5	-1.4	-4	-8
39	-1.7	0.7	4	-2
40	0.4	0.9	-1	-6

The results go on.
#	smiles	IDE act	HCV NS3 hel inh	DNA FID counter	M18AAP inhibitor	UBC9 SUMO inh
41	COc1ccc(N=C2SC(C(=O)Nc3ccc4c(c3)OCO4)CC(=O)N2C)cc1 (stereo unspecified)	-5&-3	-1	1	3	1
42	O=C(CNCc1ccccc1Cl)Nc1ccc2c(c1)OCCO2	2	-2	-1	-1	22
43	CC(=O)Nc1ccc(SC[C@H](Cc2ccccc2)N2CCN(CC(C)C)CCC2=O)cc1	2	.	.	.	-8
44	COc1ccc(CC(=O)NNC(=O)c2ccco2)cc1	6	-1	4	1	14
45	CC(Oc1ccc2oc(-c3ccccc3)c(C(=O)O)c2c1)C(=O)O (stereo unspecified)	14	10	2	0	15
46	CCCC(=O)Nc1cc(Cl)ccc1N1CCN(C(=O)CC)CC1	3	7	-11	-10	8
47	C[n+]1cc(-c2ccccc2)n2c1CCCCC2	6	2	-4	4	9
48	CSc1ccccc1OCc1cc(C(=O)N2CCN(Cc3nccn3C)CC2)no1	4	-47	13	0	15

#	IMP-1 inhibitor	VIM-2 inhibitor	IDE cell inh	pCIP destab
41	-4.8	-4.5	2	-10
42	0.1	-0.7	8	2
43	.	.	-2	-4
44	-1.0	-0.8	-2	-2
45	-2.9	1.3	3	2
46	-1.4	-2.0	-2	9
47	4.3	-5.6	1	-7
48	-3.7	3.0	2	-28

(next part)
#	smiles	IDE act	HCV NS3 hel inh	DNA FID counter	M18AAP inhibitor	UBC9 SUMO inh
49	O=C(Nc1nnc(COc2ccc(Cl)cc2)s1)c1ccco1	-2	11	6	22	18
50	Cc1cccn2cc(CNC(=O)C3CCCCC3)nc12	-1	3	-5	-3	-8
51	O=C(CN1CCN(c2ccccn2)CC1)Nc1cc(F)ccc1F	-2	-1	-15	-1	-3
52	N=c1ncn(Cc2ccccc2)c2nc(SCCOc3ccccc3)[nH]c12	-2	-22	3	-3	0
53	CC(C)N1C(=O)CCC1C(=O)N1CCCc2ccccc21 (stereo unspecified)	5	-5	-4	1	23
54	CCn1c2ccccc2c2cc(NC(=O)COC(=O)c3cc(S(N)(=O)=O)c(Cl)cc3Cl)ccc21	7	18	35	-2	38
55	Cc1sc(NC(=O)CN(CCc2ccccc2)C(=O)C2CC2)c(C(N)=O)c1C	-1	7	-25	2	11
56	CCOc1ccc(OCC(=O)c2c(O)c3ccccc3oc2=O)cc1	-2	31	-12	7	25

#	IMP-1 inhibitor	VIM-2 inhibitor	IDE cell inh	pCIP destab
49	-2.4	-2.7	1	-2
50	-1.5	-2.7	3	3
51	-2.6	0.2	6	-4
52	-0.8	-2.1	2	-11
53	-2.7	-2.6	0	-6
54	-3.0	-2.5	-6	-3
55	-3.1	-3.9	-3	3
56	-1.1	1.5	-4	-13

By substructure: the entries above with a thiophene ring, fused or not (4)
#	smiles	IDE act	HCV NS3 hel inh	DNA FID counter	M18AAP inhibitor	UBC9 SUMO inh
8	Cc1csc(SCC(=O)NCc2cccs2)n1	1	-7	-4	-9	-16
11	Cc1cc(C)c2c(n1)sc1c(=O)n(Cc3ccccc3Cl)nnc12	0	1	0	6	15
22	CCOC(=O)c1c(NC(=O)C2C3CCC(O3)C2C(=O)O)sc(C)c1-c1ccc(F)cc1 (stereo unspecified)	2	55*	-45	2	17
55	Cc1sc(NC(=O)CN(CCc2ccccc2)C(=O)C2CC2)c(C(N)=O)c1C	-1	7	-25	2	11

#	IMP-1 inhibitor	VIM-2 inhibitor	IDE cell inh	pCIP destab
8	-1.2	-3.1	1	-4
11	-1.7	-0.4	.	2
22	1.1	3.0	10	1
55	-3.1	-3.9	-3	3
